Source: PubChem BioAssay (Broad Institute)
Mtb BioA inh: inhibitors of Mycobacterium tuberculosis BioA enzyme. purified M. tuberculosis BioA enzyme, plate reader. inhibition, % at 9.99 µM. 360,000 compounds, 0.096% hits; in the data active = inhibition above about 40%
* = called active by the depositor; & = joins results of further samples. An excerpt (hit frequency here may not be typical).

SMILES	Mtb BioA inh
CC(C)NC(=O)Nc1ccc2c(c1)C(=O)N(C)[C@H]1CC[C@H](CC(=O)NCC3CCCCC3)O[C@@H]1CO2	-0.2
Cc1cc(C(=O)Nc2cccc3c2O[C@@H](CN(C)S(=O)(=O)c2ccc(F)cc2)[C@H](C)CN([C@H](C)CO)C3=O)n(C)n1	0.8
O=C(CCN1CCCCC1)N[C@H]1CC[C@@H](CCNS(=O)(=O)c2ccccc2)O[C@H]1CO	1.8
C[C@H]1CN([C@@H](C)CO)C(=O)c2cc(C#Cc3ccccc3F)cnc2O[C@H]1CN(C)C	-0.3
O=C(C[C@H]1C=C[C@@H](NC(=O)Nc2ccccc2)[C@H](CO)O1)NCc1ccccn1	-0.8
Cc1noc(C)c1NC(=O)N(C)C[C@H]1Oc2ccc(NC(=O)Nc3ccccc3)cc2CC(=O)N([C@@H](C)CO)C[C@@H]1C	2.8
C[C@@H]1CN([C@@H](C)CO)C(=O)Cc2cc(NS(C)(=O)=O)ccc2O[C@@H]1CN(C)S(C)(=O)=O	3.1
C[C@@H]1CN([C@@H](C)CO)C(=O)c2cc(-c3ccc(F)cc3)cnc2O[C@@H]1CN(C)Cc1ccc(F)cc1	-7.5
C[C@@H]1CN([C@@H](C)CO)C(=O)c2cc(NC(=O)C3CCCCC3)ccc2O[C@@H]1CN(C)S(C)(=O)=O	-1.0
O=C(C[C@@H]1CC[C@@H]2[C@H](COC[C@@H](O)CN2C(=O)Nc2cccc(Cl)c2)O1)NCc1ccccc1F	3.7
COc1cccc(NC(=O)N(C)C[C@@H]2Oc3ncc(C#Cc4ccccc4)cc3C(=O)N([C@@H](C)CO)C[C@@H]2C)c1	-1.9
Cc1noc(C)c1NC(=O)Nc1cccc2c1O[C@H](CN(C)Cc1ccncc1)[C@H](C)CN([C@H](C)CO)C2=O	-1.2
C[C@H]1CN([C@@H](C)CO)C(=O)Cc2cc(NC(=O)Cc3cn(C)c4ccccc34)ccc2O[C@H]1CN(C)S(=O)(=O)c1ccc(F)cc1	-0.3
CN(C)C(=O)c1ccc(-c2ccc([C@@H]3[C@@H](C#N)N(C(=O)C4CCCC4)[C@H]3CO)cc2)cc1	0.9
CN(C)C(=O)c1ccc(-c2ccc3c(c2)[C@H]2[C@H](CCN2Cc2cncnc2)[C@H](CO)N3)cc1	3.4
O=C(C[C@@H]1C[C@H]2c3cc(NC(=O)c4cccnc4)ccc3O[C@H]2[C@H](CO)O1)NCCc1ccccc1	14
COCC(=O)Nc1ccc2c(c1)[C@@H]1C[C@@H](CC(=O)NCc3ccccn3)O[C@@H](CO)[C@@H]1O2	-1.2
C[C@H](CO)N1C[C@H](C)[C@H](CN(C)C(=O)CCN(C)C)OCc2ccccc2-c2c(n(C)c3ccccc23)C1=O	1.8
CC(C)C#Cc1ccc2c(c1)O[C@H](CN(C)S(=O)(=O)c1cn(C)cn1)[C@H](C)CN([C@H](C)CO)S2(=O)=O	1.5
O=C(Nc1cccc(Cl)c1)N[C@H]1CC[C@@H](CCNC(=O)C2CCCCC2)O[C@@H]1CO	0.1
Cc1ccc(S(=O)(=O)N(C)C[C@H]2Oc3c(NC(=O)NC4CCCCC4)cccc3C(=O)N([C@H](C)CO)C[C@@H]2C)cc1	1.1
O=C(C[C@H]1CC[C@H](NC(=O)Nc2ccccc2F)[C@H](CO)O1)NCc1ccccc1	2.1
O=C(C[C@@H]1CC[C@H]2[C@@H](COC[C@H](O)CN2S(=O)(=O)c2cccc(F)c2)O1)Nc1ccc(-c2ccccc2)cc1	0.6
C[C@@H]1CN([C@H](C)CO)C(=O)c2cc(NS(=O)(=O)c3ccc(Cl)cc3)ccc2O[C@H]1CN(C)S(=O)(=O)c1ccc(F)cc1	-1.5
COc1ccc(CN(C)C[C@@H]2OCCCC[C@@H](C)Oc3ccc(NC(=O)Nc4c(C)noc4C)cc3C(=O)N([C@@H](C)CO)C[C@H]2C)cc1	-0.7
CCNC(=O)C[C@H]1CC[C@H]2[C@@H](COc3ccc(NC(=O)c4ccc(C#N)cc4)cc3C(=O)N2C)O1	-2.0
C[C@@H]1CCCCO[C@H](CN(C)S(=O)(=O)c2ccc(Cl)cc2)[C@H](C)CN([C@@H](C)CO)C(=O)c2cc(NC(=O)Nc3cccc4ccccc34)ccc2O1	-2.8
O=C(N[C@H]1CC[C@H](CCNS(=O)(=O)c2ccc(F)cc2)O[C@H]1CO)c1cccc(F)c1	1.0
CCC(=O)N1C[C@H](C)[C@H](OC)CN(C)C(=O)c2ccc(NC(=O)Nc3ccccc3)cc2OC[C@H]1C	-0.6
CCS(=O)(=O)NCC[C@@H]1CC[C@@H](NC(=O)C2CCOCC2)[C@@H](CO)O1	-1.6
O=C(O)C[C@H]1C[C@@H]2c3cc(NC(=O)NC4CCCC4)ccc3O[C@@H]2[C@H](CO)O1	-1.2
Cc1ccc(S(=O)(=O)Nc2ccc3c(c2)C(=O)N([C@H](C)CO)C[C@@H](C)[C@H](CN(C)Cc2ccc(C(F)(F)F)cc2)OCCCC[C@H](C)O3)cc1	-0.6
C[C@@H]1CCCCO[C@@H](CN(C)Cc2ccc3c(c2)OCO3)[C@@H](C)CN([C@H](C)CO)C(=O)c2cc(NC(=O)Nc3ccccc3)ccc2O1	-1.8
CO[C@@H]1CN(C)C(=O)c2ccc(NC(C)=O)cc2OC[C@H](C)N(C(=O)Cc2ccccn2)C[C@H]1C	-0.6
O=C(NCC[C@@H]1CC[C@H](NC(=O)C2CC2)[C@H](CO)O1)Nc1ccc(C(F)(F)F)cc1	-0.4
C[C@@H]1CCCCO[C@@H](CN(C)Cc2ccc(C(F)(F)F)cc2)[C@H](C)CN([C@H](C)CO)C(=O)c2cc(NC(=O)Nc3ccc(C(F)(F)F)cc3)ccc2O1	-2.4
C[C@@H]1CN([C@@H](C)CO)C(=O)c2cc(NC(=O)CCC(F)(F)F)ccc2O[C@@H](C)CCCCO[C@@H]1CN(C)S(=O)(=O)c1cccs1	0.6
O=C(NC1CCCC1)N1CCCCN2[C@H](CO)[C@@H](c3ccc(-c4cncnc4)cc3)[C@H]2C1	-3.8
Cc1noc(C)c1S(=O)(=O)N(C)C[C@H]1OCCCC[C@@H](C)Oc2ccc(NC(=O)Cc3ccccc3)cc2C(=O)N([C@H](C)CO)C[C@@H]1C	-0.4
COc1ccc(NC(=O)N(C)C[C@@H]2Oc3ccc(NC(=O)Nc4ccc(C(F)(F)F)cc4)cc3C(=O)N([C@H](C)CO)C[C@@H]2C)cc1	-3.3
COCC(=O)N[C@@H]1CC[C@H](CC(=O)NCc2ccc(Cl)cc2)O[C@@H]1CO	-0.9
O=C(NCC[C@H]1CC[C@@H](NS(=O)(=O)c2cccc(F)c2)[C@H](CO)O1)C1CCC1	-0.8
C[C@H]1CN([C@@H](C)CO)C(=O)CCCn2cc(nn2)CO[C@@H]1CN(C)Cc1ccc(-c2ccccc2)cc1	-0.3
CO[C@H]1CN(C)C(=O)c2cc(NS(=O)(=O)c3ccc(Cl)cc3)ccc2OC[C@@H](C)NC[C@@H]1C	-1.9
Cc1ccccc1-c1cnc2c(c1)C(=O)N([C@H](C)CO)C[C@@H](C)[C@H](CN(C)C(=O)CN(C)C)O2	-0.2
COCC#Cc1ccc2c(c1)O[C@H](CN(C)Cc1ccc3c(c1)OCO3)[C@@H](C)CN([C@H](C)CO)S2(=O)=O	-3.1
COCC(=O)N1C[C@@H](C)[C@H](OC)CN(C)C(=O)c2ccc(NC(=O)c3ccccc3)cc2OC[C@@H]1C	-5.3
COc1ccccc1S(=O)(=O)N[C@@H]1CC[C@H](CC(=O)NCc2cccc(F)c2)O[C@H]1CO	-1.0
COc1ccc(S(=O)(=O)N(C)C[C@@H]2Oc3ncc(Br)cc3C(=O)N([C@H](C)CO)C[C@@H]2C)cc1	0.2&-1.3
O=C(C[C@H]1C[C@@H]2c3cc(NC(=O)CC4CC4)ccc3O[C@@H]2[C@H](CO)O1)NCc1ccccn1	-1.8
(more compounds)
SMILES	Mtb BioA inh
O=C(NCCN1CCCCC1)[C@H]1[C@H](CO)[C@H]2Cn3c(cccc3=O)[C@@H]1N2C(=O)C1CCCCC1	0.3
O=C(Nc1cccc(F)c1)N1C[C@@H]2[C@H](c3ccccc31)[C@@H](CO)N2C(=O)Cc1ccccc1	1.7
CCC(=O)N1[C@H](C(=O)NCCCN(C)C)[C@@H](CO)[C@@H]2Cn3c(ccc(-c4ccccc4OC)c3=O)[C@@H]21	1.3
CN(C)CC(=O)Nc1ccc2c(c1)[C@@H]1C[C@H](CC(=O)N3CCc4ccccc4C3)O[C@H](CO)[C@@H]1O2	0.0
CO[C@@H]1CN(C)C(=O)c2ccc(NC(=O)c3ccccc3)cc2OC[C@H](C)N(C)C[C@H]1C	-1.1
O=S(=O)(N[C@H]1CC[C@H](CCNS(=O)(=O)c2ccccc2Cl)O[C@H]1CO)c1ccccc1	-0.2
COc1ccc(CN(C)C[C@@H]2Oc3ccc(NC(=O)CCC(F)(F)F)cc3C(=O)N([C@@H](C)CO)C[C@@H]2C)cc1	4.7
CCC(=O)N(C)C[C@@H]1Oc2cc(C#Cc3ccccn3)ccc2S(=O)(=O)N([C@H](C)CO)C[C@@H]1C	0.5
CO[C@@H]1CN(C)C(=O)c2ccc(NS(=O)(=O)CC(F)(F)F)cc2OC[C@@H](C)N(Cc2ccccn2)C[C@H]1C	-6.4
CN(C)CC#Cc1ccc([C@@H]2[C@H](C#N)N[C@@H]2CO)cc1	-0.2
CCNC(=O)C[C@H]1CC[C@@H](NC(=O)C2CC2)[C@@H](CO)O1	-1.5
CO[C@@H]1CN(C)C(=O)c2ccc(NS(C)(=O)=O)cc2OC[C@@H](C)N(C)C[C@@H]1C	-1.9
CN1CCN(C(=O)C[C@@H]2CC[C@H]3[C@@H](COC[C@@H](O)CN3C(=O)Nc3ccc(F)cc3)O2)CC1	-1.4
CC(C)C#Cc1cnc2c(c1)C(=O)N([C@H](C)CO)C[C@H](C)[C@H](CN(C)C(=O)c1ccccc1)O2	-0.1
CCCC#Cc1ccc2c(c1)O[C@H](CN(C)C(=O)Nc1ccccc1F)[C@@H](C)CN([C@H](C)CO)S2(=O)=O	0.3
CC(C)CC#Cc1ccc2c(c1)O[C@@H](CN(C)CC1CC1)[C@@H](C)CN([C@@H](C)CO)S2(=O)=O	-1.3
CCCC(=O)Nc1ccc2c(c1)OC[C@@H](C)N(Cc1ccccc1OC)C[C@@H](C)[C@H](OC)CN(C)C2=O	1.6
CN(C)C(=O)C[C@H]1CC[C@@H]2[C@H](COC[C@@H](O)CN2C(=O)c2ccncc2)O1	2.0
C/C=C/c1ccc([C@@H]2[C@@H](CO)N3CCCCN(S(=O)(=O)c4cccs4)C[C@@H]23)cc1	-1.3
C[C@@H]1CN([C@H](C)CO)C(=O)c2cccc(NC(=O)Nc3cccc4ccccc34)c2O[C@@H]1CN(C)C(=O)Nc1cccc2ccccc12	-1.8

6 structures out of the list, sorted by SMILES length, low to high.
SMILES	Mtb BioA inh
O=C(C[C@H]1C[C@@H]2c3cc(NC(=O)CC4CC4)ccc3O[C@@H]2[C@H](CO)O1)NCc1ccccn1	-1.8
CN(C)C(=O)c1ccc(-c2ccc([C@@H]3[C@@H](C#N)N(C(=O)C4CCCC4)[C@H]3CO)cc2)cc1	0.9
COCC(=O)N1C[C@@H](C)[C@H](OC)CN(C)C(=O)c2ccc(NC(=O)c3ccccc3)cc2OC[C@@H]1C	-5.3
Cc1ccccc1-c1cnc2c(c1)C(=O)N([C@H](C)CO)C[C@@H](C)[C@H](CN(C)C(=O)CN(C)C)O2	-0.2
CO[C@@H]1CN(C)C(=O)c2ccc(NS(=O)(=O)CC(F)(F)F)cc2OC[C@@H](C)N(Cc2ccccn2)C[C@H]1C	-6.4
CC(C)C#Cc1ccc2c(c1)O[C@H](CN(C)S(=O)(=O)c1cn(C)cn1)[C@H](C)CN([C@H](C)CO)S2(=O)=O	1.5

Later entries:
SMILES	Mtb BioA inh
CNC[C@H]1Oc2ccc(NC(=O)CCCN(C)C)cc2CC(=O)N([C@H](C)CO)C[C@@H]1C	-1.6
COc1ccc(S(=O)(=O)Nc2ccc3c(c2)CC(=O)N([C@H](C)CO)C[C@H](C)[C@H](CN(C)Cc2ccc(C(=O)O)cc2)O3)cc1	-0.4
O=C(C[C@@H]1C[C@H]2c3cc(NC(=O)C4CCC4)ccc3O[C@H]2[C@@H](CO)O1)NC1CCCC1	-0.6
COc1ccccc1NC(=O)N1C[C@@H](O)COC[C@@H]2O[C@H](CC(=O)NCCc3ccccc3)CC[C@H]21	-2.3
COc1cccc(C(=O)Nc2ccc3c(c2)OC[C@@H](C)N(CC2CC2)C[C@H](C)[C@H](OC)CN(C)C3=O)c1	1.5
O=C(NCc1ccccc1F)[C@H]1[C@H](CO)[C@H]2Cn3c(cccc3=O)[C@H]2N1CC1CCCC1	-0.4
O=C(c1ccccc1)N1C[C@H]2[C@@H](c3ccccc31)[C@H](CO)N2C(=O)c1cccc(F)c1	4.3
COc1ccc(CN2C[C@H](O)COC[C@H]3O[C@@H](CC(=O)NCCN4CCCC4)CC[C@@H]32)cc1	-1.4
CCN(C[C@@H]1[C@@H](c2ccc(-c3cccnc3)cc2)[C@@H](CO)N1C(C)=O)C(C)=O	15
CN(C)CC(=O)N1CC[C@@H]2[C@H]1c1cc(Br)ccc1N(C)[C@@H]2CO	12

Taken from above:
CN(C)CC#Cc1ccc([C@@H]2[C@H](C#N)N[C@@H]2CO)cc1 in Mtb BioA inh has -0.2
CN1CCN(C(=O)C[C@@H]2CC[C@H]3[C@@H](COC[C@@H](O)CN3C(=O)Nc3ccc(F)cc3)O2)CC1 in Mtb BioA inh has -1.4
O=C(CCN1CCCCC1)N[C@H]1CC[C@@H](CCNS(=O)(=O)c2ccccc2)O[C@H]1CO in Mtb BioA inh has 1.8
O=C(NCC[C@H]1CC[C@@H](NS(=O)(=O)c2cccc(F)c2)[C@H](CO)O1)C1CCC1 in Mtb BioA inh has -0.8

Following part
SMILES	Mtb BioA inh
C/C=C/c1ccc([C@@H]2[C@@H](CN(C)S(C)(=O)=O)N(C(C)=O)[C@H]2CO)cc1	-2.5
COc1ccc(CN(C)C[C@H]2Oc3ccc(NS(C)(=O)=O)cc3CC(=O)N([C@@H](C)CO)C[C@H]2C)cc1	1.8
C[C@@H]1CN([C@H](C)CO)C(=O)c2cccc(N(C)C)c2O[C@H]1CN(C)Cc1ccc(Oc2ccccc2)cc1	-0.2
Cc1ccc(S(=O)(=O)N(C)C[C@@H]2Oc3ccc(NC(=O)CCN4CCOCC4)cc3C(=O)N([C@@H](C)CO)C[C@H]2C)cc1	-1.7
